mIDH1 inhibitor: human IDH1 R132H inhibition; O75874; IDH1-R132H enzyme, NADPH consumption, diaphorase/resazurin fluorescence; Potency, µM (series often up to 76.6 µM), without a hit: top-dose activity change, negative = inhibition, hits mostly inhibitors; hit rate 0.093% among 390,000; AID 602179; also: potency is read from the fitted curve at half-maximal effect; % is scaled to controls: 0 for no effect and ±100 for the full control effect; nearly all actives have a fitted effect of over 65% in size
Target sequence (O75874 whole entry R132H, stated change not applied): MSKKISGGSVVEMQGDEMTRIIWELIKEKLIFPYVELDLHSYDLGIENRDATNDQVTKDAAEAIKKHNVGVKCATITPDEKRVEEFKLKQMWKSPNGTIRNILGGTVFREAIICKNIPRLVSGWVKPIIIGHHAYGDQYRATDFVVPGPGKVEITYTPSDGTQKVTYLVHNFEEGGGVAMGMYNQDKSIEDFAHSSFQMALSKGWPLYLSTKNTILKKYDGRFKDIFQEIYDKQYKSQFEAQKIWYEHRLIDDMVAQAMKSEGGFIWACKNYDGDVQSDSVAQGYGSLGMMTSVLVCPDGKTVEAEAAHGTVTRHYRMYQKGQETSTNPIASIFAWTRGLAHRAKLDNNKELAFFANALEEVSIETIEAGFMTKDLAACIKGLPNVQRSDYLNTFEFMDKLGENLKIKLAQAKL
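IDH1-R132H (0.5 ug/mL dispensed) in pH 7.5 Tris buffer was preincubated 30 min with compound, then given a substrate mix of 0.016 mM NADPH and 2 mM alpha-KG for 80 min at room temperature; remaining NADPH was read by diaphorase/resazurin fluorescence.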
LDHA block: blocks human lactate dehydrogenase A; P00338; purified LDHA, NADH/diaphorase-resazurin fluorescence; active compounds read low; activity change, % (values are at about 110 or 230 µM); hit rate 0.15% among 480,000; AID 1347041; in the data active = activity change below about -30%; inconclusive = mostly about -25% to -30%;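 also: plate controls were DMSO wells for no effect and wells without enzyme for full effect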
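Resorufin fluorescence (ex540/em590), read at 0 and 20 min after diaphorase/resazurin addition, reports the NADH left after a 5 min room-temperature reaction of 2 nM human LDH5 with 0.06 mM NADH and 0.2 mM pyruvate.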
USP1-UAF1 inh: inhibitors of human USP1/UAF1 deubiquitinase; O94782; recombinant USP1/UAF1, Ub-Rhodamine cleavage fluorescence; Potency, µM (series often up to 57.1 µM), for the others: at the highest dose activity change, negative = inhibition, actives largely listed as inhibitors; hit rate 0.23% among 390,000; AID 743255; also: potency is read from the fitted curve at half-maximal effect; % is scaled to controls: 0 for no effect and ±100 for the full control effect; nearly all actives have a fitted effect of over 60% in size; inactives centre near -12
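In this screen, compounds sit with the deubiquitinase complex (1nM) for 15 min at room temperature before Ub-Rho is added at 150nM final. Fluorescence rise is then followed for 6 reads every 60 seconds.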
TrxR1 substrate: substrates of rat thioredoxin reductase 1; AID 588456; purified TrxR1 substrate turnover, NADPH consumption readout; hit rate 0.01% among 390,000; Potency, µM (highest dose often 114 µM), for the others: at the highest dose activity change, negative = substrate turnover; also: potency is read from the fitted curve at half-maximal effect; % is scaled to controls: 0 for no effect and ±100 for the full control effect; nearly all actives have a fitted effect of over 50% in size
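Rat TrxR1, dispensed at 90 nM, was prereduced with 400 uM NADPH (final) for 5 min at ~22 deg C, then incubated with compound 15 min before 400 uM selenite. A first-read NADPH fluorescence drop versus no-compound background flagged substrates.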
Vif-A3G inh: blocks the Vif interaction with human APOBEC3G; HeLa A3G-eYFP + Vif (tagged APOBEC3G with the HIV-1 protein that degrades it), YFP fluorescence, overnight; AID 602310; hit rate 0.076% among 410,000; Potency, µM (titrated, usually from 46.1 µM), for the others: at the top dose activity, negative = active, most hits filed as inhibitors;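 also: potency is read from the fitted curve at half-maximal effect; % is scaled to controls: 0 for no effect and ±100 for the full control effect; nearly all actives have a fitted effect of over 60% in size; hits raise eYFP signal because A3G escapes Vif-driven loss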
Target sequence (Q9HC16 whole entry, looked up): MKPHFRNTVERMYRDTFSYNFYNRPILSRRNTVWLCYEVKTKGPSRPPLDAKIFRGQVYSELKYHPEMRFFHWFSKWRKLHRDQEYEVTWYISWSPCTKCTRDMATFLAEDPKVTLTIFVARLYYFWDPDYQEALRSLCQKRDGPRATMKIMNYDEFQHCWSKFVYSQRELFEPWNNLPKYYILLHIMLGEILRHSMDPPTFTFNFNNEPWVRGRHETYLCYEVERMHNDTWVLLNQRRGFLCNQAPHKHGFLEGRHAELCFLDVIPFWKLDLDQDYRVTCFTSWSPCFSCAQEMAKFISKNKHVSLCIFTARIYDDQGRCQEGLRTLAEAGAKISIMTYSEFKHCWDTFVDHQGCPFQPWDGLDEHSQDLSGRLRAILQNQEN
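HeLa cells stably expressing Vif and C-terminally eYFP-tagged A3G, seeded overnight at 37 deg C, then exposed to compound by pintool overnight at 37 deg C. Rise in yellow fluorescence (Ex 488/Em 500-530, Acumen) marks blocked Vif-driven A3G degradation.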
rTrxR1 inhibitor: blocks rat thioredoxin reductase 1 | hit rate 1% among 390,000 | Potency, µM (series often up to 114 µM), for inactives: at the top dose activity change, negative = inhibition, actives largely listed as inhibitors | O89049 | AID 588453 | recombinant rTrxR1, NADPH fluorescence consumption, selenite substrate; also: potency is read from the fitted curve at half-maximal effect; % is scaled to controls: 0 for no effect and ±100 for the full control effect; nearly all actives have a fitted effect of over 65% in size
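Rat TrxR1 (90 nM in the dispensed reagent) was pre-reduced with 400 uM NADPH for 5 min at room temperature, then incubated with compound for 15 min. After 400 uM selenite was added, NADPH fluorescence (Ex 340/Em 450 nm) was followed for 8 min.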
RGS4 inhibitor: inhibitors of human regulator of G protein signaling 4 | hit rate 0.039% among 390,000 | P49798 | Potency, µM (titrated, usually from 114 µM), for inactives: top-dose activity change, negative = inhibition, hits mostly inhibitors | Transcreener GDP fluorescence polarization, RGS4-accelerated GTP hydrolysis; also: potency is read from the fitted curve at half-maximal effect; % is scaled to controls: 0 for no effect and ±100 for the full control effect; nearly all actives have a fitted effect of over 75% in size; some results filed as inactive show a strong effect at the top dose
Target sequence (P49798 whole entry, looked up): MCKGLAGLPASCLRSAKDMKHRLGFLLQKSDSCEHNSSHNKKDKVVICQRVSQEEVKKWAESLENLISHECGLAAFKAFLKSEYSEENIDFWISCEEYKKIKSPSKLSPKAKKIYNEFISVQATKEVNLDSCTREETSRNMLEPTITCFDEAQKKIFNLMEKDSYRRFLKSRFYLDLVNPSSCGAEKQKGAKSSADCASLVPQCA
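MLSMR compounds (23 nl, pin-transferred) preincubated 10 min at room temperature with a 500nM (2x) first reagent, then RGS4 at 900nM (2x) plus Transcreener GDP mix added; fluorescence polarization (620/688 nm) read before and after 90 min at 30 °C.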
Glioma ERSR ind: inducers of ER stress response in human glioma cells; U87-MG GRP78 promoter luciferase reporter, 16 h; Potency, µM, for the others: at the highest dose activation, hits mostly activators; hit rate 0.02% among 420,000; AID 602332; also: potency is read from the fitted curve at half-maximal effect; series mostly up to about 76 µM; % of control where 0% means no effect; nearly all actives have a fitted effect of over 35% in size
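Stably transfected U87-MG glioma cells carrying a GRP78-based luciferase sensor; 16 h compound incubation. Luminescence end-point read 10 min after Bright-Glo addition at room temperature.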
Vif-A3F inh: Vif-A3F binding inhibition | hit rate 0.2% among 390,000 | HeLa A3F-eYFP + Vif (tagged APOBEC3F with the HIV-1 protein that degrades it), YFP fluorescence increase | Potency, µM (doses to about 46.1 µM), for inactives: at the top dose activity, negative = active; also: potency is read from the fitted curve at half-maximal effect; % of control where 0% means no effect; nearly all actives have a fitted effect of over 65% in size
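HeLa cells stably expressing Vif plus C-terminally eYFP-tagged A3F were seeded, incubated overnight at 37 deg C, dosed with compound, incubated overnight again at 37 deg C. Yellow fluorescence (Ex 488/Em 500-530) reported blocked Vif-mediated A3F-eYFP degradation.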
An asterisk follows results filed as active; ? = inconclusive; / = not tested or not shown; & = joins results of further samples; [ ] = dose if it differs, or a comment. Unless noted, calls follow the shape of the dose curve; as a rule, active = well fitted curve in the direction sought with a large enough effect; inconclusive = small, poorly fitted or top-dose-only effect, or another doubt; inactive = no such curve, though single readings can be large; an effect the other way counts as inactive or inconclusive.

SMILES	mIDH1 inhibitor	LDHA block	USP1-UAF1 inh	TrxR1 substrate	Vif-A3G inh	rTrxR1 inhibitor	RGS4 inhibitor	Glioma ERSR ind	Vif-A3F inh
O=C(COC(=O)CNC(=O)c1ccccc1)Nc1ccc(S(=O)(=O)N2CCOCC2)cc1	0.0%	-8.3	-17.6%	10.7%[57.1 µM]	-1.3%	13.2%	-9.1%	-3.8%	-33.2%
COCCOC(=O)C1=C(C)OC(N)=C(C#N)C1c1ccco1 (stereo not drawn)	-0.2%	-1.9	-10.8%	-6.9%	1.5%	-13.4%	5.3%	-5.1%	-7.8%
Cc1cc(=O)oc2c(C(=O)/C=C/c3ccccc3)c(O)ccc12	4.1%	-6.2	-6.6%	6.9%[57.1 µM]	-2.0%	3.7%[57.1 µM]	0.7%[11.4 µM]	-4.5%	-11.3%
Cc1ccc(C)c(N2CCN(C(=O)CCS(=O)(=O)c3ccc4c(c3)NC(=O)CO4)CC2)c1	-7.6%	-5.3	-9.4%	0.3%	-0.2%	15.8%	14.7%	-5.2%	1.0%
CCOc1ccccc1NC(=O)CCN1CCN(S(=O)(=O)c2ccc(OC)cc2)CC1	0.5%	-3.2	-4.2%	14.4%[57.1 µM]	-1.4%	7.9%[57.1 µM]	3.7%	7.6%	-6.9%
Cc1ccccc1Nc1nc(N)nc(COC(=O)CCS(=O)(=O)c2ccccc2)n1	6.8%	-5.2	-20.2%	2.6%	1.8%	3.9%	-8.7%	3.8%	-0.3%
CCOC(=O)c1ccc(CN(Cc2ccc(F)cc2)S(=O)(=O)c2cc(C(=O)Nc3cccc(C(F)(F)F)c3)ccc2F)cc1	-13.9%	-8.0	-27.4%	-1.7%[57.1 µM]	11.8%	17.5%[57.1 µM]	16.9%	0.4%	1.5%
Cc1ccc2c(c1)nnn2C1CCN(S(=O)(=O)c2ccc(C(=O)N3C(C)CCCC3C)cc2)CC1 (stereo not drawn)	5.7%	5.8	-20.6%	2.6%	1.9%	9.4%	-32.5%	-5.1%	1.7%
COC(=O)c1ccc(C(=O)OCCCc2nc3ccc(N)cc3[nH]2)cc1	2.0%	2.4	-4.9%	-6.9%	0.8%	-0.1%	-2.2%	3.3%	-13.2%
C=CCn1c(=O)c(C(=O)NCCc2ccccc2)c(O)c2ccccc21	3.9%	-2.1	-12.5%	11.5%	0.8%	18.2%	5.1%	1.4%	-8.1%
O=C(CN1CCc2ccccc2C1)Nc1ccccc1C(F)(F)F	4.1%	-16.7	-15.3%	6.3%[57.1 µM]	0.1%	5.8%[57.1 µM]	-2.9%	-4.0%	-0.7%
Cc1cc2c(NC(=O)CC(C)(C)CC(=O)O)cccc2nn1	13.7%	10.5	?	-8.6%	-6.4%	11.2%	-23.4%	-2.4%	-2.5%
O=C1CCN=C(Nc2ccc(F)cc2)N1Cc1ccccc1	1.2%	-5.8	-25.5%	4.2%[57.1 µM]	-0.3%	9.9%[57.1 µM]	6.5%[11.4 µM]	2.3%	-3.8%
O=C(CSc1n[nH]c(-c2ccccc2)n1)N1CCN(c2ccc(F)cc2)CC1	0.8%	-0.6	-18.4%	-2.0%[57.1 µM]	2.8%	17.7%[57.1 µM]	0.4%	-4.2%	1.5%
CN1CCN(S(=O)(=O)c2ccc(NC(=O)c3cccs3)cc2)CC1	-0.5%	-7.6	-4.4%	4.2%[57.1 µM]	0.5%	-1.5%[57.1 µM]	-33.6%	-0.9%	-15.8%
COCCN(C(=O)CSc1nc(-c2ccccc2)cn1N)c1c(N)n(Cc2ccccc2)c(=O)[nH]c1=O	5.9%	2.0	-17.0%	-14.3%	5.7%	-23.1%	-9.0%	-3.1%	1.6%
Cc1ccc2nc(SC(C)C(=O)N3CC(C)OC(C)C3)[nH]c2c1 (stereo not drawn)	-7.4%	-1.4	-14.5%	7.8%	3.2%	16.0%	46.7%	-2.3%	-9.8%
COc1ccc(NC(=O)CSc2nc3[nH]ncc3c(=O)n2-c2ccccc2OC)cc1OC	5.6%	2.1	-5.0%	-0.4%	1.3%	?	23.8%	-3.4%	1.3%
O=C(O)CSc1ncnc2c1oc1ccccc12	1.5%	-3.9	6.4%	-2.8%	-6.2%	-21.8%	1.6%	4.9%	/
COc1cc(-c2ccno2)ccc1S(=O)(=O)N1CCN(c2cc(C)ccc2C)CC1	-26.2%	5.7&-2.9	-13.0%	7.2%[57.1 µM]	8.4%	23.6%[57.1 µM]	-20.4%	-3.3%	-3.1%
NC(=O)COC(=O)CCSc1ccc(Cl)cc1	2.8%	-8.3	-5.1%	4.4%[57.1 µM]	-1.0%	36.8%	1.1%	-0.2%	-1.9%
Cc1csc(NC(=O)Cc2ccc(F)cc2)n1	5.8%	-2.9	-16.8%	7.2%[57.1 µM]	-3.9%	9.0%[57.1 µM]	3.9%	4.5%	-26.8%
CCc1[nH]nc2c1C1(CCN(C(=O)c3ccccc3)CC1)C(C#N)=C(N)O2	-3.1%	-6.7	14.4%	7.4%	0.0%	13.4%	-14.1%	-3.5%	-3.5%
CCc1ccc(CN(C)C(=O)c2ccc3c(=O)n4c(nc3c2)CCC4)cc1	6.4%	-3.3	-17.7%	5.2%	-0.2%	8.9%	-29.8%	-2.0%	1.2%
COc1ccc(S(=O)(=O)NC(CC(=O)NCc2ccco2)c2ccco2)cc1 (stereo not drawn)	5.5%	2.6	-5.8%	-6.8%	0.7%	6.7%[57.1 µM]	6.8%	-1.9%	0.5%
Cc1ccc2c(c1)N(C)/C(=C/c1cccc[n+]1CCO)S2	-6.2%	-6.8	-11.8%	-13.2%	?	?	8.2%	-2.9%	12.6µM*
CCc1nn(CC(=O)N(C)Cc2ccccc2)c(=O)c2cc3sccc3n12	4.1%	-5.3	-24.4%	4.7%	-0.4%	11.4%	0.1%	3.0%	-0.4%
CC(C)(C)C1CCc2c(sc(NC(=O)c3cc4ccccc4c(=O)o3)c2C(N)=O)C1 (stereo not drawn)	-18.0%	3.0	-11.1%	-0.1%	-1.6%	8.7%	-31.1%	-1.6%	-6.3%
O=C1CCc2ccc(NC(=O)C3CC3)cc2N1	19.8%	-17.2	3.6%	14.6%	0.2%	19.1%[57.1 µM]	16.3%	-2.6%	-7.8%
CNC(=O)c1ccsc1NC(=O)c1ccc2c(c1)CCCC2	5.5%	-5.9	-8.1%	17.6%	0.7%	23.5%	1.2%	4.7%	-7.7%
O=C(COc1ccc(Br)cc1)OCc1nnc(-c2ccccc2)o1	0.1%	-3.8	-14.6%	1.4%	-0.2%	7.8%	-0.9%[56.9 µM]	-4.8%	0.6%
CC(C)CN1CCNC(=O)C1CC(=O)N(C)CC1CCOCC1 (stereo not drawn)	0.0%	5.7	-13.7%	12.6%	-0.2%	6.7%	2.5%	-9.1%	-7.4%
NC(=O)OCC(O)COc1ccc(Cl)cc1 (stereo not drawn)	-2.9%	-8.9	-29.2%	5.3%	-1.9%	18.3%	-6.2%	3.0%	-0.2%
O=C(O)CCn1c(C(=O)O)cc2sccc21	6.0%	-7.5	-16.4%	2.5%	-1.1%	5.0%	-17.3%	-3.4%	/
Cc1cccc(NC(=O)CSc2nc3ccc(NC(=O)COc4ccccc4C)cc3s2)c1	-1.0%	-1.3	?	1.3%	3.7%	23.6%	-10.7%	-1.4%	-2.5%
CSc1ncccc1C(=O)Nc1ccc(S(=O)(=O)N2CCCC2)cc1	8.0%	-1.1	-17.4%	-3.8%	1.1%	18.4%	-16.6%	-3.8%	0.0%
COc1cc2nc(CN(C)Cc3ccc(OC)c(OC)c3OC)[nH]c(=O)c2cc1OC	1.6%	7.3	-23.3%	1.9%	-4.0%	9.5%	-12.0%	2.0%	1.3%
O=C(CSc1ccccn1)Nc1ccc2c(c1)OCCO2	6.2%	-8.9	?	2.9%[57.1 µM]	0.9%	17.8%[57.1 µM]	21.9%	-4.0%	11.0%
O=C(O)COc1ccccc1Cc1ccccc1	1.3%	-3.8	6.9%	-8.6%	-5.4%	-9.4%	11.2%	3.1%	/
Cc1ccc(-c2cc(C(=O)OCn3nnc4ccccc4c3=O)c3ccccc3n2)cc1	2.0%	0.0	-9.3%	28.3%	-1.1%	4.3%	1.2%	-0.4%	-0.3%
CCC1(c2ccc(C)cc2)NC(=O)N(CC(=O)Nc2cccc(S(=O)(=O)N3CCCC3)c2)C1=O (stereo not drawn)	-4.0%	-16.2	-12.1%	-11.6%	3.1%	2.4%	0.3%	-4.2%	1.7%
O=C(NC(=S)Nn1cnc2c(cnn2-c2ccccc2)c1=O)c1ccccc1	1.6%	-4.3	-21.3%	3.0%	0.2%	-20.7%	-37.7%	-2.0%	2.7%

Not all compounds are listed (hit frequency here may not be typical).
